MazF activator – MazEF (E. coli) toxin RNase activation | FAM/BHQ RNA-DNA oligo cleavage fluorescence, 5 h | activation, % at 20 µM | 0.32% of 350,000 active; in the data active means activation above about 50%
Target sequence (P0AE70 whole entry, looked up): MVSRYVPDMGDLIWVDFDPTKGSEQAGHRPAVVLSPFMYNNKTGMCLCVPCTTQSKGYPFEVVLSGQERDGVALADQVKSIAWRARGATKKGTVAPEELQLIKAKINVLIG
Mtb BioA inh – BioA (M. tuberculosis) enzyme inhibition; purified M. tuberculosis BioA enzyme, plate reader; inhibition, % at 9.99 µM; 0.096% of 360,000 active; AID 602481; in the data active means inhibition above about 40%; inconclusive means no clear call, values can overlap the other calls
Rv3671c inh – inhibits the M. tuberculosis serine protease Rv3671c; P9WHR9; inhibition, % at 5.96 µM; 0.048% of 320,000 active; AID 2606; in the data active means inhibition above about 38%;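 further: extracellular domain of Rv3671c used as enzyme; 0% = enzyme with DMSO and 100% = no enzyme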
Mtb FBA inh – inhibitors of M. tuberculosis fructose-bisphosphate aldolase | P9WQA3 | purified M. tuberculosis FBA, fluorescence read-out | inhibition, % at 1 µM | 2.3% of 360,000 active; in the data active means inhibition above about 27%;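 further: 0% = vehicle and 100% = reference inhibitor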
Target sequence (P9WQA3 whole entry, looked up): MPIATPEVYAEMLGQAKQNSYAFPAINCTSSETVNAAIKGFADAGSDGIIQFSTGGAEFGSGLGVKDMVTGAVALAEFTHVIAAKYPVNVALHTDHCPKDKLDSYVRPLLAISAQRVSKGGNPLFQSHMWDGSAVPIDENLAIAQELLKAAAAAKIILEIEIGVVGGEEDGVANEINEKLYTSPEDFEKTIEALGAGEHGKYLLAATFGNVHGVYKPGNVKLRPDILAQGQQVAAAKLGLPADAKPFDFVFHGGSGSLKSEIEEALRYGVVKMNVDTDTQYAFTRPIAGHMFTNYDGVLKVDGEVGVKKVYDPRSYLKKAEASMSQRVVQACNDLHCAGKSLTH
CCHFV vOTU inh – blocks the CCHF virus ovarian tumor domain protease; CCHFV vOTU protease, Pep-AMC fluorescence; inhibition, % at 11.5 µM; 0.55% of 370,000 active; AID 651958; further: 0% = vehicle wells with enzyme and 100% = no enzyme wells
DUSP3 inh – inhibitors of human VHR1 phosphatase (DUSP3) | 0.52% of 290,000 active | AID 1654 | P51452 | inhibition, % at 13.3 µM | recombinant VHR phosphatase, pNPP absorbance; in the data active means inhibition above about 50%; further: some compounds called inactive have numbers as strong as hits
Target sequence (P51452 whole entry, looked up): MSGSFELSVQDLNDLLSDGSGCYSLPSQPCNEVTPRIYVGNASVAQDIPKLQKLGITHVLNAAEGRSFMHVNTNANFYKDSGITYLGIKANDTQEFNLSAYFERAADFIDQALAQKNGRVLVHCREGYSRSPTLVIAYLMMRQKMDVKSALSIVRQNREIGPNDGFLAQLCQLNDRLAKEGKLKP
FadD28 binding – M. tuberculosis FadD28 bisubstrate binding inhibition; inhibition, % at 12.5 µM; FadD28 bisubstrate probe binding, fluorescence polarization; AID 588549; 0.22% of 360,000 active; in the data active means inhibition above about 8.5%, passing the limit was not always enough; inconclusive means no clear call, values can overlap the other calls
GDH-TPI inh – inhibits GDH-TPI coupling enzymes, artifact for Mtb FBA screen | GDH-TPI coupled enzyme counterscreen, NADH absorbance | inhibition, % at 4.8 µM | 1.2% of 360,000 active | AID 588335;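 further: 0% = DMSO wells and 100% = wells lacking the enzyme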
UGM FP inh – inhibitors of M. tuberculosis UDP-galactopyranose mutase; 0.06% of 320,000 active; purified UGM, fluorescence polarization probe displacement; P9WIQ1; inhibition, % at 10 µM; in the data active means inhibition above about 10%, passing the limit was not always enough; inconclusive means no clear call, values can overlap the other calls
Target sequence (P9WIQ1 whole entry, looked up): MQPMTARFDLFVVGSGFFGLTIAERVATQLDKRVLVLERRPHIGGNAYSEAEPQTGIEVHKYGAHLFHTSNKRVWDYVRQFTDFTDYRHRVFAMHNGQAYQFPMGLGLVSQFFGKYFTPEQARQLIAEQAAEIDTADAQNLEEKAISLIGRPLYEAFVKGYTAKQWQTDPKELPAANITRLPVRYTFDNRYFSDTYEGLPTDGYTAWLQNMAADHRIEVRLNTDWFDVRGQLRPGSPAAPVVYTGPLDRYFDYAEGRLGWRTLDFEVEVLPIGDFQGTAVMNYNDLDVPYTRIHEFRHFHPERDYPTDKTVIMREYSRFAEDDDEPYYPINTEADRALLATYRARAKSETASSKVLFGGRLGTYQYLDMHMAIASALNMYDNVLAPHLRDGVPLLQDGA
BoNT F protease – blocks Botulinum neurotoxin F light chain protease; Multiplex microsphere protease cleavage assay, flow cytometry; inhibition, % at 10 µM; 0.22% of 360,000 active; in the data active means inhibition above about 35%, passing the limit was not always enough; inconclusive means no clear call, values can overlap the other calls; further: plate controls were buffer without enzyme for full effect and enzyme alone for no effect
* marks the source's active call; other numbers are inactive results; i = inactive; ? = inconclusive; . = no result given; + = active, no number. Unless noted, no stated cut-off is given here; in the data, active means inhibition above about 30%; inactive means the rest.

SMILES | MazF activator | Mtb BioA inh | Rv3671c inh | Mtb FBA inh | CCHFV vOTU inh | DUSP3 inh | FadD28 binding | GDH-TPI inh | UGM FP inh | BoNT F protease
COc1ccc2[nH]c3c(=O)n(CCCN4CCOCC4)cnc3c2c1 | -17 | 6.0 | 2 | 157* | -61 | 13 | -0.8 | 22 | 0.2 | 5
Cc1cn(C2OC(COC(=O)c3ccccc3)C(O)C2O)c(=O)[nH]c1=O (stereo not drawn) | 0 | -1.8 | -9 | -1 | -17 | -7 | -1.8 | 9 | -0.6 | 4
CCOc1cc(N2CCOCC2)c(OCC)cc1NC(=O)C(C)C | 8 | 1.1 | 8 | 1 | -4 | 15 | -1.4 | 1 | -0.7 | 0
COC(=O)CC(=O)CSc1nc(C)cc(C)c1C#N | -7 | 0.8 | -6 | 15 | -13 | 10 | -1.4 | 15 | -1.0 | -17
CSCCC(NC(=O)COc1ccccc1)C(=O)N1CCN(c2ccccc2F)CC1 (stereo not drawn) | -14 | -0.7 | -4 | -1 | -12 | 18 | -1.9 | 2 | -0.3 | -2
CCOC(=O)N=Nc1c(O)n(CC)c2ccccc12 | 2 | . | 8 | -2 | 1 | 4 | -0.7 | 13 | -0.4 | -4
COc1cc(/C=N/NC(=O)CNc2n[nH]c(=O)[nH]c2=O)ccc1OCc1ccccc1 | -4 | . | -16 | 0 | 13 | -11 | -2.2 | 10 | 1.6 | 5
OCCNCCNCc1ccc(-c2ccccc2)cc1 | . | . | 5 | . | -12 | 25 | . | . | -0.2 | .
O=C(CCn1cnc2ccccc21)N/N=C/c1ccccc1O | 6 | 3.2 | 3 | 4 | 7 | 5 | -2.6 | 2 | 2.9 | -7
CN(C)C(C)(C)/C=C/C(O)(c1ccccc1)c1ccccc1 | 1 | -1.0 | -1 | -1 | 23 | 21 | -2.4 | -13 | 1.0 | ?
O=C(CN(C(=O)CNC(=O)c1cccs1)c1ccc(F)cc1)NC1CCCCC1 | 7 | 0.4 | -10 | -2 | 2 | 11 | -0.5 | -3 | -1.7 | -37
COCCCNC(=O)COc1cc2c(c3oc(=O)c(C)c(C)c13)CCC(C)(C)O2 | 5 | -0.4 | 6 | + | -266 | 17 | -1.9 | 7 | 5.6 | 8
COc1cc(C(=S)N2CCOCC2)cc(OC)c1OC(=O)c1ccc(F)cc1 | -5 | -1.8 | -6 | 5 | -4 | -5 | 1.5 | 3 | -1.3 | ?
C#Cc1cc(N2CCN(C(=O)c3ccoc3)CC2)n2nc(-c3cccc(Cl)c3)cc2n1 | -4 | -0.9 | . | 51* | -23 | . | -5.4 | 2 | . | -4
O=C(NC(=S)NNC(=O)c1ccco1)c1ccc(Br)cc1 | 11 | -0.5 | 2 | 1 | 9 | -2 | -1.0 | 11 | 2.5 | .
O=C(C1CCC(CNS(=O)(=O)c2ccc(F)cc2)CC1)N1CCOCC1 (stereo not drawn) | -5 | -1.9 | 1 | 4 | -21 | 12 | 0.5 | 1 | -2.1 | -11
COc1ccc(N2CCN(C(=O)C3CCCN(S(=O)(=O)c4cccc5cccnc45)C3)CC2)cc1 (stereo not drawn) | 7 | -0.5 | -3 | -2 | -1 | 5 | -4.6 | -2 | -1.2 | -6
COC(=O)C1=C(c2ccc(OCc3ccccc3)cc2)C[C@@H]2CC[C@H]1N2C(=O)NCc1ccc(Cl)cc1 | 3 | -1.3 | . | 2 | 4 | . | 0.0 | 15 | . | 1
C=CCOC(=O)C1=C[C@H](c2ccc(Br)cc2)C[C@H](OCCCCO)O1 | -12 | -1.7 | -1 | 1 | 1 | . | -1.5 | 13 | -1.8 | 3
O=C1CCN2C=Nc3cccc4ccc1c2c34 | -549 | -217 | -11 | -8 | 4 | 26 | 1.1 | 11 | 39* | -11
Cc1nc(N)sc1-c1csc(Nc2ccc(S(N)(=O)=O)cc2)n1 | -16 | -1.0 | . | 1 | -3 | -4 | 0.2 | 23 | 1.5 | -36
Cc1ccc(S(=O)(=O)N(Cc2ccccc2)c2ccccc2C(=O)NCc2cccnc2)cc1 | 1 | 1.5 | 2 | -2 | -15 | -7 | -3.1 | -2 | 0.4 | -6
O=C(Nc1cccc2c1CCCC2)c1cc(C2CCCCN2C(=O)CCCc2ccccc2)on1 (stereo not drawn) | . | -0.1 | . | 4 | 9 | . | 0.8 | 11 | . | 3
CCNc1nc(C)nc2c1oc1ccccc12 | -4 | 2.1 | 8 | 1 | -3 | 26 | -1.0 | -13 | -1.8 | -6
O=C(Oc1c(Cl)cc(Cl)c2cccnc12)N1CCOCC1 | -5 | . | 3 | 0 | -7 | 4 | -1.1 | 14 | -3.8 | 4
Cc1ccccc1NC1=NCCCS1 | 0 | . | -9 | 1 | -8 | 6 | -1.0 | 4 | 0.2 | -1
CSc1sccc1/C=N/O | -3 | . | -1 | 2 | -8 | -9 | -1.6 | 10 | -1.7 | 5
Cc1ccc(NS(=O)(=O)c2ccc(Cl)c(C(=O)Nc3ccccc3-c3nc4ccccc4[nH]3)c2)cc1C | 3 | . | -203 | 14 | -14 | 1 | -1.8 | 28 | 0.6 | 4
O=C1CCCC(=O)C1C(c1ccc(Cl)cc1)C1C(=O)CCCC1=O | -1 | -0.2 | -7 | 0 | -1 | . | -3.3 | -2 | -2.3 | 5
CN1CCN(S(=O)(=O)c2ccc(SCCOc3ccccc3)nc2)CC1 | -4 | 0.7 | 3 | -1 | -1 | 8 | -1.5 | 3 | 1.6 | -7
COCCCNC(=O)Cn1c(=O)n(CC(=O)N2CCCCC2)c(=O)c2sccc21 | 8 | 0.3 | -7 | 0 | 4 | 2 | -3.7 | 4 | -2.1 | 4
COCCNC(=O)CSc1nc2ccc(N3CCOCC3)cc2c(=O)n1CCc1ccccc1 | -5 | 1.0 | -7 | 6 | -3 | 6 | -1.9 | 10 | 1.5 | -22
CCOC(=O)Cc1cnc(NC(=O)CSc2nc(C(C)C)cc(=O)[nH]2)s1 | 10 | -0.5 | -9 | -7 | 19 | 3 | -5.3 | -15 | 6.5 | 4
CCOC(=O)c1cn(CC)c2ccc(S(=O)(=O)N3CCC(C)CC3)cc2c1=O | -3 | 12 | 1 | -1 | -10 | 3 | 0.6 | 11 | -4.0 | -13
CCNc1ccc2noc3c2c1C(=O)c1ccccc1-3 | i | . | 130* | -3 | 16 | -26 | 52* | 2 | 12* | -47
Cc1cc(NC(=O)C2=C(O)c3ccccc3S(=O)(=O)N2C)no1 | 1 | -0.4 | 4 | -2 | 7 | 9 | -0.3 | 8 | -1.6 | -4

Some values from above:
`CN(C)C(C)(C)/C=C/C(O)(c1ccccc1)c1ccccc1` in Rv3671c inh is listed with -1
`O=C(CN(C(=O)CNC(=O)c1cccs1)c1ccc(F)cc1)NC1CCCCC1` in BoNT F protease is listed with -37
`OCCNCCNCc1ccc(-c2ccccc2)cc1` in UGM FP inh is listed with -0.2

Next records
SMILES | MazF activator | Mtb BioA inh | Rv3671c inh | Mtb FBA inh | CCHFV vOTU inh | DUSP3 inh | FadD28 binding | GDH-TPI inh | UGM FP inh | BoNT F protease
O=c1c2c3c(sc2nc2n1CCCCC2)C(O)CCC3 (stereo not drawn) | 0 | 0.2 | 10 | -1 | -8 | 11 | -0.8 | -4 | 0.2 | 1
COc1ccc(-c2ccc(=O)n(CC(=O)Nc3nnc(C(C)C)s3)n2)cc1OC | 2 | 0.3 | -10 | -1 | 1 | -1 | -0.8 | 10 | -1.7 | 5
Cc1c(Cl)cccc1NC(=O)CCN1CCC(C(N)=O)CC1 | -2 | -0.4 | -3 | 4 | 29 | 2 | -1.7 | 2 | -0.7 | .
Cc1ccc(C(=O)c2c3ccc(N)cc3nn2CCC(N)=O)cc1 | 6 | 0.4 | -38 | 1 | 5 | 29 | -0.7 | 6 | 1.4 | -27
Cc1c(NC(=O)C2CCCN2C(=O)c2cccs2)c(=O)n(-c2ccccc2)n1C (stereo not drawn) | 0 | 0.5 | 5 | -7 | 13 | . | -3.1 | 6 | -1.8 | -27
COC(=O)CSc1nc(COc2ccccc2)nc2ccccc12 | 0 | 2.0 | -1 | -1 | 13 | -2 | -2.2 | 6 | -1.3 | ?
CCOC(=O)C(NCCCCl)c1ccccc1 (stereo not drawn) | 3 | . | 7 | -1 | 6 | -14 | -3.8 | -5 | -2.2 | -9
CC(C)(C)n1nnnc1C(c1ccc(Cl)cc1)N1CCCc2ccccc21 (stereo not drawn) | 10 | -2.2 | -7 | -10 | -10 | 17 | -3.1 | 7 | 1.4 | -8
CCCCCCCNC(=O)C1(CC2CC(c3ccccc3)=NO2)CCN(C(=O)c2ccccc2)CC1 (stereo not drawn) | -3 | -4.4 | -11 | -3 | 8 | . | -5.2 | 2 | 2.0 | -4
COC(=O)C(C)Oc1ccc(-c2nccc(-c3ccc(F)cc3)n2)cc1 (stereo not drawn) | -8 | 0.2 | -5 | 2 | 0 | 32 | -0.7 | -7 | 0.7 | -1
COC(=O)C(C(=O)OC)c1ncc(C(F)(F)F)cc1Cl | 2 | . | -5 | -3 | -5 | 14 | 0.2 | 9 | -2.2 | 1
COc1cc(C(=O)N/C(=C\c2cn(C)c3ccccc23)C(=O)NCCCO)cc(OC)c1OC | 1 | -1.4 | -5 | 3 | 14 | 2 | -1.3 | 18 | -1.9 | -1

A different layout for part of the listing above:
Order of results – MazF activator, Mtb BioA inh, Rv3671c inh, Mtb FBA inh, CCHFV vOTU inh, DUSP3 inh, FadD28 binding, GDH-TPI inh, UGM FP inh, BoNT F protease
> COC(=O)CSc1nc(COc2ccccc2)nc2ccccc12
    0, 2.0, -1, -1, 13, -2, -2.2, 6, -1.3, ?
> CCOC(=O)C(NCCCCl)c1ccccc1 (stereo not drawn)
    3, ., 7, -1, 6, -14, -3.8, -5, -2.2, -9

Next results:
SMILES | MazF activator | Mtb BioA inh | Rv3671c inh | Mtb FBA inh | CCHFV vOTU inh | DUSP3 inh | FadD28 binding | GDH-TPI inh | UGM FP inh | BoNT F protease
COc1ccc(S(=O)(=O)N(C)c2ccc(C(=O)NCc3ccncc3)cc2)cc1 | 6 | 1.1 | -5 | 2 | -4 | 19 | -2.4 | 2 | 2.2 | 2
CCOc1ccccc1CNC(=O)C1CCN(C(=O)N2CC(C)Oc3ccc(C)cc32)CC1 (stereo not drawn) | 18 | 0.9 | 4 | -1 | 0 | 25 | -1.0 | 5 | -0.8 | -10
N#Cc1c(-c2ccncc2)c2c([nH]c1=O)-c1ccccc1OC2 | . | . | 10 | . | -98 | 35 | . | . | 4.0 | .
O=c1[nH]c2ccccc2nc1CCc1ccccc1 | -2 | . | -6 | 8 | 0 | 33 | -0.5 | 30 | 0.2 | 2
COc1cc(C(=O)NCC(=O)OCCN2C(=O)c3ccccc3C2=O)cc(OC)c1OC | -5 | . | -1 | 1 | -12 | 19 | -0.5 | 2 | 0.2 | -5
CCC(C)Nc1nc2c(c(=O)n(C)c(=O)n2C)n1Cc1ccc(F)cc1 (stereo not drawn) | 6 | 14 | -1 | 3 | -13 | 11 | 1.2 | -2 | -3.1 | -14
CC(C)(C)n1c(O)c2ccc(C(=O)N=NC(=O)c3ccccc3)cc2c1O | 3 | -1.1 | -3 | 5 | -3 | 24 | 0.8 | 6 | 1.1 | -20
COC(=O)C1CCN(S(=O)(=O)CCNC(=O)c2ccc3c(c2)OCO3)CC1 | 3 | 0.1 | -3 | -2 | -3 | . | -2.1 | 3 | 0.3 | .
Cc1cc(C)c2c(N)c3ccccc3nc2n1 | -1 | 0.8 | -14 | 70* | -214 | 10 | -1.1 | -2 | -0.8 | -8
O=C(Nc1cc(C(=O)N2CCCC2)ccc1N1CCCC1)c1ccccc1 | -12 | 0.5 | -3 | -3 | 3 | -9 | -2.5 | 0 | -1.7 | -1
Cc1ccc(C)c(NC(=S)NC23CN4CN(CN(C4)C2)C3)c1 | 10 | . | 4 | 1 | -1 | -20 | -3.5 | -7 | 3.8 | -11
Clc1ccc(-c2cnc3n2CCC3)cc1 | -6 | 0.1 | 3 | 4 | 1 | 45 | -1.2 | 3 | -2.6 | 1
CC(=O)c1ccc(S(=O)(=O)Nc2ccc(-c3ccc4nnc(C)n4n3)cc2)cc1 | 10 | . | -4 | 3 | 11 | 7 | -2.4 | 13 | 0.4 | -5
CCCn1nc(C(=O)NNC(=O)Cc2ccc(S(=O)(=O)N3CCOCC3)s2)c2ccccc2c1=O | -1 | . | 1 | 1 | 1 | . | -3.3 | 11 | -4.7 | ?

Compound activity (PubChem BioAssay)
